Screening data: PubChem BioAssay, The Scripps Research Institute Molecular Screening Center
ASK1 primary: human ASK1 kinase inhibition, primary screen. AlphaScreen MKK6 phosphorylation by ASK1, luminescence. AID 1159602. inhibition, % at 7.44 µM. hit rate 0.99% among 22,000; in the data active = inhibition above about 35%;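 also: 0% = median of compound wells and 100% = no enzyme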
Target sequence (Q99683 whole entry, looked up): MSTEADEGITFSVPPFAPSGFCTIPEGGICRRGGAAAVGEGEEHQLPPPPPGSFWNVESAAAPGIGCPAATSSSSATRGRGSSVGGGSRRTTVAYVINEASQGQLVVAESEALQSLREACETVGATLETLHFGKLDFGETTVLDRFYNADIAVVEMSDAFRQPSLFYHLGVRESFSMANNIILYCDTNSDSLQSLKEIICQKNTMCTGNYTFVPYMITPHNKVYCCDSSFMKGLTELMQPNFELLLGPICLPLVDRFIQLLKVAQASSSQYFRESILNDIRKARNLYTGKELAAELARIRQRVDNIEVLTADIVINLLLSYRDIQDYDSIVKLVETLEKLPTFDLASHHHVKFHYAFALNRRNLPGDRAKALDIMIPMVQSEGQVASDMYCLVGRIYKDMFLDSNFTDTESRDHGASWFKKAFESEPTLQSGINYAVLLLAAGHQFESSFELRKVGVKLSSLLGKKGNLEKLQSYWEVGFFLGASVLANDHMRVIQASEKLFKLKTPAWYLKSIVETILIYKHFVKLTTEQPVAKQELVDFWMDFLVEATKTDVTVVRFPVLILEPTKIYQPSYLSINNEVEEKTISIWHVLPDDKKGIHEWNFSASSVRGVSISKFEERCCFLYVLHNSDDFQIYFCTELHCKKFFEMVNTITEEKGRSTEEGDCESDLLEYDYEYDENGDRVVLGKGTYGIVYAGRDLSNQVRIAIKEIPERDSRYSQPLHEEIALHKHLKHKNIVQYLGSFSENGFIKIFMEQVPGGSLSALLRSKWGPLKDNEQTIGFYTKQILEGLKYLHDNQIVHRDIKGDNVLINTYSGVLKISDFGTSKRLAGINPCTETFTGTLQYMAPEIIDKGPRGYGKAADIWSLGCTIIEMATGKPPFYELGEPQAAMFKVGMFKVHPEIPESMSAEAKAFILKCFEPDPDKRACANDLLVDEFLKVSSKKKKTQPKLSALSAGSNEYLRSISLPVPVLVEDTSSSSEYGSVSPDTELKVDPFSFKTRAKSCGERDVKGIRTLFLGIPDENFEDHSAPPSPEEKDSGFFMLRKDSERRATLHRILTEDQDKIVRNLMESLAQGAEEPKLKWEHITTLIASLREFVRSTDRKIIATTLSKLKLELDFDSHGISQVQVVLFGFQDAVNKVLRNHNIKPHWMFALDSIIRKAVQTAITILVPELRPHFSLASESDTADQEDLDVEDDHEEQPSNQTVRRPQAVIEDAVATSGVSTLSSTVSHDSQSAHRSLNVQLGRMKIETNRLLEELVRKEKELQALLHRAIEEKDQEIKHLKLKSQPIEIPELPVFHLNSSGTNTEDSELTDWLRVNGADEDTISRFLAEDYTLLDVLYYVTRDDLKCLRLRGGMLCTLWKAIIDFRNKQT
ULK1 inh: inhibitors of human ULK1 kinase; AID 1259251; hit rate 1.9% among 30,000; inhibition, % at 5.96 µM; AlphaScreen Atg13 phosphorylation by ULK1, luminescence; O75385; in the data active = inhibition above about 43%;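 also: 0% = median of compound wells and 100% = no enzyme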
The depositor's hits bear a star; / = not tested or not shown.

SMILES	ASK1 primary	ULK1 inh
COc1cc2nc(NC3CCN(Cc4ccccc4)CC3)nc(Nc3ccc4c(c3)OCO4)c2cc1OC	-5	-77
COc1ccc(CCNc2nc(NCc3cccnc3)nc3c2ncn3C(C)C)cc1	1	21
COc1ccc(CCNC(=O)c2cccc(Nc3ccncc3)c2)cc1	-4	-6
OCC1CCCN1c1nccc(NC2CC2)n1 (centres undefined)	-6	-9
O=C(Nc1ccccc1)c1cc(Nc2ccc(C(F)(F)F)cc2)nc2ccccc12	-22	-7
COc1ccc(-c2nc(Nc3ccc(NC(C)=O)cc3)c3ncn(-c4ccccc4)c3n2)cc1	9	-6
COc1cc(-c2cn[nH]c2)ccc1NC(=O)N(CCN(C)C)Cc1cccc(F)c1	-23	-6
COc1ccc(-c2cccc(C(=O)NCc3cccnc3)c2)cn1	1	-5
O=C(NCc1nc2ccccc2[nH]1)C1CCN(c2ccc(Nc3ccc(-n4ccnc4)cc3)nn2)CC1	16	5
Cc1ccc(-c2ncn(-c3ccc(Nc4ncc(Cl)c(-c5cnn(C)c5)n4)cc3)n2)cn1	16	7
COc1ccc(-c2nc(NC3CCN(Cc4ccccc4)CC3)c3ncn(Cc4ccc(C(F)(F)F)cc4)c3n2)cc1	3	-43
CCN(CC)c1nc(NCCN2CCOCC2)nc(N2CCOCC2)n1	-17	3
COc1cc2nc(N3CCOCC3)nc(Nc3ccc(NC(C)=O)cc3)c2cc1OC	-9	3
Cc1noc(C)c1-c1nc(NCc2ccccc2)c2ncn(-c3ccsc3)c2n1	-10	-4
CC(C)C(C(=O)OCC(=O)c1cccc([N+](=O)[O-])c1)N1C(=O)C2C3CCC(C3)C2C1=O (centres undefined)	/	6
O=C(Nc1ccc(-c2cn[nH]c2)cc1)NC(CCO)c1cccc(F)c1 (centres undefined)	1	-8
O=C(NCC(O)c1ccc(C(F)(F)F)cc1)c1cn(-c2ccc3[nH]ncc3c2)nn1 (centres undefined)	7	4
COc1ccc(-c2nc(NCc3cccc(C(F)(F)F)c3)c3ncn(Cc4ccc(C(F)(F)F)cc4)c3n2)cc1	-7	-19
COc1cc(Nc2nc(-c3ccc(N4CCOCC4)nc3)nc3c2ncn3-c2ccsc2)cc(OC)c1OC	1	5
CC(C)N(CCNc1nc(Nc2ccncc2)nc2c1ncn2-c1ccsc1)C(C)C	0	5
Nc1nc(NCCO)cc(N2CCc3ccccc3C2)n1	15	3
COc1ccc(CCNC(=O)c2cc(NC3CCN(Cc4ccccc4)CC3)nc3ccccc23)cc1	4	-3
c1ccc(Nc2nc(Nc3ccc(N4CCOCC4)cc3)c3[nH]cnc3n2)nc1	8	7
O=C(NCc1cccnc1)c1ccnc(Nc2ccc(C(F)(F)F)cc2)c1	-6	9
Cc1noc(C)c1-c1cccc(C(=O)NCCN(C(C)C)C(C)C)n1	-4	-5
CC(C)n1cnc2c(NCc3cccnc3)nc(Nc3cccc(N(C)C)c3)nc21	8	17
O=C(Cc1cn(-c2ccc(Nc3ccncn3)nn2)c2ccccc12)NCc1nc2ccccc2[nH]1	17	12
O=C(NCc1ccccc1)c1ccc2nc(Nc3ccc(C(F)(F)F)cc3)sc2c1	-21	-20
CN1CCN(c2ccc(-c3nc(C(=O)NCCOc4ccccc4)cs3)cc2)CC1	-8	-7
CC(=O)Nc1ccc(Nc2nc(Nc3ccnn3C)ncc2C)cc1	9	23
O=C(Cc1cn(-c2ccc(Oc3ccccc3)nn2)c2ccccc12)NCCc1ccc(O)cc1	4	11
O=C(NC1CC1)c1ccc(-c2nc3ncnc(NCCc4ccc(O)cc4)c3[nH]2)cc1	7	6
Cc1cc(C)cc(C(=O)Nc2nnc3n2CCCS3)c1	/	3
Cc1noc(C)c1-c1nc2ncnc(NC3CC3)c2[nH]1	-10	0
Cc1nc2ncccc2c(=O)n1-c1ccc(F)c(NC(=O)c2cccc(Cl)c2)c1	/	4
O=C1CCCN1CCn1cnc2c(NCc3ccccc3)nc(Nc3cccnc3)nc21	22	20
FC(F)(F)c1ccc(Cn2cnc3c(Nc4ccc5c(c4)OCO5)nc(NC4CCN(Cc5ccccc5)CC4)nc32)cc1	46*	15
COc1cc2nc(N3CCOCC3)nc(Nc3ccccc3)c2cc1OC	-6	-19
COc1cc(Nc2ncnc3nc(NCCCN4CCCC4=O)[nH]c23)cc(OC)c1OC	11	7
CCCNc1nc(-c2ccc(OC)nc2)nc2c1ncn2-c1ccccc1	-6	-7
C/C(=C(/CCO)SSCC1CCCO1)N(C=O)Cc1cnc(C)nc1N (centres undefined)	/	4
CCN(CC)c1nc(NCCCN2CCCC2=O)nc(N2CCC(N3CCOCC3)CC2)n1	2	-27
COc1ccc(Oc2cc(Nc3ccc(F)cc3C(N)=O)c(Cl)cn2)cc1	-2	-4
COc1ccc(-c2nc(Nc3ccccc3)c3ncn(C4CCCCC4)c3n2)cn1	4	0
O=C(Cc1cn(-c2ccc(N3CCC(N4CCOCC4)CC3)nn2)c2ccccc12)NCCc1ccc(O)cc1	-16	-1
COc1ccc(-c2nc(Nc3ccc(NC(C)=O)cc3)c3ncn(CCN4CCCC4=O)c3n2)cc1	-4	-6
Cc1cnc(Nc2ccc(N3CCOCC3)cc2)nc1Nc1ccc(N2CCOCC2)cc1	21	13
O=C(Nc1ccc2[nH]ncc2c1)C1CNCC1c1ccccc1 (centres undefined)	-2	8
COc1cc2c(cc1OC)-c1cc(=Nc3c(C)cc(C)cc3C)n(C)c(=O)n1CC2	/	2
Cn1nccc1Nc1nc(NCCOc2ccccc2)c2[nH]cnc2n1	11	4

Further entries follow:
SMILES	ASK1 primary	ULK1 inh
Cc1ccc(-c2ccc3cnc(Nc4ccc(-n5cnc(N6CCOCC6)n5)cc4)nc3c2)cn1	27	-4
CCN(CC)c1ccc(/C=C2\C(=O)NC(=O)N(c3ccc(C)cc3)C2=O)c(O)c1	/	0
O=C(NCc1ccccc1)c1ccc2nc(-c3ccc(C(=O)NC4CC4)cc3)sc2c1	8	-2
c1ccc(-c2cc(NCCN3CCOCC3)ncn2)cc1	-21	-8
CCOC(=O)N1CCN(c2[nH]c(=O)n(C)c(=O)c2Cc2ccc([N+](=O)[O-])cc2)CC1	/	-4
O=C(Nc1cc(-c2ccccc2Nc2ccccc2)ccn1)C1CCOC1 (centres undefined)	-2	-14
CCN(CC)c1nc(Nc2nccc3ccccc23)nc(NC2CC2)n1	-17	11
Cc1cnc(-c2ccc3[nH]ccc3c2)nc1N	10	-6
CC(C)(C)OC(=O)N1CC(C(=O)Nc2ccc3[nH]ncc3c2)C(c2ccccc2)C1 (centres undefined)	0	-13
O=c1[nH]c(=O)n([C@H]2C[C@H](O)[C@@H](CO)O2)cc1Br	/	-3
COc1cccc(CNC(=O)c2nc3ccc(-c4cn[nH]c4)cc3c(=O)[nH]2)c1	-12	-2
O=C(NC[C@H]1CN(c2ccc(N3CCOCC3=O)cc2)C(=O)O1)c1ccc(Cl)s1	/	16
O=C(NCc1cccc(C(F)(F)F)c1)c1cccc(Cl)n1	-14	-1
Cc1cnc(CNc2nc3ccccc3n3c(C)ncc23)cn1	/	-5
c1cc(-n2cnc(N3CCOCC3)n2)ccc1Nc1cc2cc(-c3cn[nH]c3)ccc2cn1	-6	87*
CC(C)NC(=O)c1cccc(NS(=O)(=O)c2ccc(-c3ccnc(N)n3)cc2F)c1	2	-10
COc1ccc(-c2ccc(C(=O)Nc3ccc(NC(C)=O)cc3)s2)cn1	4	-18
O=C(Nc1ccccc1)c1ccnc(N2CCN(c3ccccn3)CC2)c1	7	2
CCC(=O)O[C@]1(C(=O)CCl)[C@@H](C)C[C@H]2[C@@H]3C[C@H](F)C4=CC(=O)C=C[C@]4(C)[C@@]3(F)[C@@H](O)C[C@@]21C	/	-1
O=C(Cc1cc(-c2ccccc2)n[nH]1)Nc1ccccc1	6	-19

Reformatted comma-delimited: part of the list above
Compound,ASK1 primary,ULK1 inh
O=C(NCc1cccnc1)c1ccnc(Nc2ccc(C(F)(F)F)cc2)c1,-6,9
Cc1cnc(CNc2nc3ccccc3n3c(C)ncc23)cn1,/,-5
c1ccc(-c2cc(NCCN3CCOCC3)ncn2)cc1,-21,-8

Additional records follow:
SMILES	ASK1 primary	ULK1 inh
CCCNC(=O)c1cnc(Nc2cccnc2)s1	0	3
CC(Nc1cc(-c2ccncc2)nc(-c2ccncc2)n1)c1ccccc1 (centres undefined)	/	3
Oc1ccc(CCNc2nc(-c3csc4ccccc34)nc3c2ncn3C2CCCCC2)cc1	16	-40
O=C1CCCN1CCn1cnc2c(NC3CCN(Cc4ccccc4)CC3)nc(Cl)nc21	-1	3
COc1ccc(-c2nc(Nc3ccc(Oc4ccccc4)cc3)c3[nH]cnc3n2)cn1	-10	-23
Oc1ccc(CCNc2nc(Nc3ccccn3)nc3c2ncn3-c2ccccc2)cc1	-12	-36
O=C(Nc1ccc2[nH]ncc2c1)C1CN(Cc2ccccc2)CC1c1cccc(F)c1 (centres undefined)	4	-38
CC(=O)Nc1ccc(Nc2cc(-c3cccs3)nc(N)n2)cc1	4	5
CC(=O)c1cccc(-c2nc(Nc3ccc(Oc4ccccc4)cc3)c3ncn(C(C)C)c3n2)c1	-5	-8
O=Cc1ccc(C(=O)OCCO)cc1	/	-14
Cc1nc(-c2cncc(-c3ccc(F)cc3)c2)cc(N2CCOCC2)n1	/	-10
CN(C)CCNC(=O)c1cccc(-n2cc(NC(=O)Nc3ccccc3Cl)cn2)c1	-11	1
CC(C)(C)OC(=O)N1CCN(c2cc(F)cc(-c3ccnc(Nc4ccc(-n5cnc(C(F)(F)F)n5)cc4)n3)c2)CC1	5	-6
CCCNc1nc(N(CC)CC)nc(N2CCC(N3CCOCC3)CC2)n1	-11	0
Cc1cc(NC2CC2)nc(N2CCN(c3ccccn3)CC2)n1	6	-28
Cc1cnc(Nc2ccc(C(F)(F)F)cc2)nc1NCCN(C(C)C)C(C)C	-22	-2
O=C(NCc1cccc(C(F)(F)F)c1)c1ccnc(Cl)c1	0	-17
Cc1noc(C)c1-c1nccc(Nc2ccccc2)n1	-7	-1
O=C(Nc1cnn(-c2cccc(C(=O)Nc3ccc(N4CCOCC4)nc3)c2)c1)Nc1ccccc1Cl	-14	1
COCCNC(=O)c1csc(Nc2ccc(C)cc2)n1	/	3

Quoted from the listing for reference:
SMILES	ASK1 primary	ULK1 inh
COc1cc2nc(NC3CCN(Cc4ccccc4)CC3)nc(Nc3ccc4c(c3)OCO4)c2cc1OC	-5	-77
COc1ccc(CCNc2nc(NCc3cccnc3)nc3c2ncn3C(C)C)cc1	1	21
COc1ccc(CCNC(=O)c2cccc(Nc3ccncc3)c2)cc1	-4	-6
OCC1CCCN1c1nccc(NC2CC2)n1 (centres undefined)	-6	-9
O=C(Nc1ccccc1)c1cc(Nc2ccc(C(F)(F)F)cc2)nc2ccccc12	-22	-7
COc1ccc(-c2nc(Nc3ccc(NC(C)=O)cc3)c3ncn(-c4ccccc4)c3n2)cc1	9	-6
COc1cc(-c2cn[nH]c2)ccc1NC(=O)N(CCN(C)C)Cc1cccc(F)c1	-23	-6

Next part:
SMILES	ASK1 primary	ULK1 inh
NC(=O)c1ccc(-c2ccc(C(=O)NCCN3CCOCC3)s2)cc1	1	7
c1ccc(Nc2nc(N3CCOCC3)nc3c2ncn3C2CCCCC2)cc1	4	1
O=C(Nc1ccc(N2CCOCC2)cc1)C1CCN(c2ccc(Nc3ccc(C(F)(F)F)cc3)nn2)CC1	16	25
COc1ccc(C(N)C(=O)N2CCC(Nc3cccc4c(=O)[nH]cnc34)CC2)cc1 (centres undefined)	-10	7
COc1cc(NC(=O)C2CCN(c3ccc(Nc4nccc5ccccc45)nn3)CC2)cc(OC)c1OC	15	27
CC(=O)Nc1ccc(Nc2ncnc3c2nc(N2CCN(Cc4ccc5c(c4)OCO5)CC2)n3C(C)C)cc1	18	-23
O=C(/C=C/c1ccccc1)NC(=S)NNC(=O)CCN1CCCCC1	/	7
FC(F)(F)c1ccc(Cn2cnc3c(Nc4ccc5c(c4)OCO5)nc(NCc4cccnc4)nc32)cc1	11	-9
NC(=O)c1cc[n+](CC2=C(C(=O)O)N3C(=O)[C@@H](NC(=O)Cc4cccs4)[C@H]3SC2)cc1	/	4
COc1ccc(CCNc2ccnc(-c3ccc(N4CCOCC4)nc3)n2)cc1	2	-4

Molecules above containing two or more sulfur atoms (2):
SMILES	ASK1 primary	ULK1 inh
C/C(=C(/CCO)SSCC1CCCO1)N(C=O)Cc1cnc(C)nc1N (centres undefined)	/	4
NC(=O)c1cc[n+](CC2=C(C(=O)O)N3C(=O)[C@@H](NC(=O)Cc4cccs4)[C@H]3SC2)cc1	/	4

Following part.
SMILES	ASK1 primary	ULK1 inh
Cn1cnc(-c2ccnc(Nc3ccc(N4CCOCC4)cc3)c2)n1	6	6
Nc1nc(NC2CCN(Cc3ccccc3)CC2)cc(-c2ccc(N3CCOCC3)nc2)n1	-11	-4
CCOC(=O)Nc1nc2ccccc2[nH]1	/	14
c1ccc(Nc2nc(Nc3cccnc3)nc3c2ncn3-c2ccccc2)cc1	-5	-6
NCCn1ncc2c(N3CCN(c4ccc(F)cc4)CC3)ncnc21	/	4
COc1cc(Nc2cc(Nc3ccncn3)nc(N)n2)cc(OC)c1OC	6	-2
CC(C)=CCSCC(N)C(=O)O (centres undefined)	/	-9
